FadD28 FP inh: inhibitors of Mycobacterium tuberculosis FadD28 bisubstrate binding. FadD28 bisubstrate probe binding, fluorescence polarization. inhibition, % at 12.5 µM. 360,000 tested, 0.22% active. AID 588549; in the data active = inhibition above about 8.5%, passing the limit was not always enough; inconclusive = no clear call, values can overlap the other calls
MazEF act: MazEF (E. coli) toxin RNase activation; P0AE70; FAM/BHQ RNA-DNA oligo cleavage fluorescence, 5 h; activation, % at 20 µM; 350,000 tested, 0.32% active; AID 504720; in the data active = activation above about 50%
FBA Mtb inh: inhibitors of M. tuberculosis fructose-bisphosphate aldolase. purified M. tuberculosis FBA, fluorescence read-out. 360,000 tested, 2.3% active. inhibition, % at 1 µM. AID 588726. P9WQA3; in the data active = inhibition above about 27%;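 also: 0% = vehicle and 100% = reference inhibitor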
Target sequence (P9WQA3 whole entry, looked up): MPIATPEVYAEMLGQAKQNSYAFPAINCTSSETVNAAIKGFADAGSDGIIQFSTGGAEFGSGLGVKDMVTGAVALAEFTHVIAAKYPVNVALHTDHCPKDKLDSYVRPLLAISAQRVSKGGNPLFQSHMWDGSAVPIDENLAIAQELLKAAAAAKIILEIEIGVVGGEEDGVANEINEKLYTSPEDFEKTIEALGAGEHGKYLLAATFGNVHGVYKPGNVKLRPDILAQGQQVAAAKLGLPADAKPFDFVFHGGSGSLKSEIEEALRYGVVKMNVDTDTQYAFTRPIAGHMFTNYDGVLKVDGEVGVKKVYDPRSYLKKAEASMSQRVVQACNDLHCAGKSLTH
Rv3671c protease: inhibitors of M. tuberculosis serine protease Rv3671c; P9WHR9; inhibition, % at 5.96 µM; 320,000 tested, 0.048% active; in the data active = inhibition above about 38%;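 also: extracellular domain of Rv3671c used as enzyme; 0% = enzyme with DMSO and 100% = no enzyme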
VHR inh abs: blocks human VHR1 dual specificity phosphatase; P51452; recombinant VHR phosphatase, pNPP absorbance; inhibition, % at 13.3 µM; 290,000 tested, 0.52% active; in the data active = inhibition above about 50%; also: some compounds called inactive have numbers as strong as hits
Target sequence (P51452 whole entry, looked up): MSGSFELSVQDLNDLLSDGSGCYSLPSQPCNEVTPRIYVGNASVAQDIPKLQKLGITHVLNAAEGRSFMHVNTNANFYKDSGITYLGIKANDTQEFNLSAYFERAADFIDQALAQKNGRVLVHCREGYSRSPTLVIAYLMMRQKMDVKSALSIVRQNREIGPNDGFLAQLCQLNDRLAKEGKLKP
CCHFV vOTU inh: blocks the CCHF virus ovarian tumor domain protease; CCHFV vOTU protease, Pep-AMC fluorescence; inhibition, % at 11.5 µM; 370,000 tested, 0.55% active; also: 0% = vehicle wells with enzyme and 100% = no enzyme wells
BioA inh: inhibitors of Mycobacterium tuberculosis BioA enzyme. purified M. tuberculosis BioA enzyme, plate reader. inhibition, % at 9.99 µM. 360,000 tested, 0.096% active; in the data active = inhibition above about 40%; inconclusive = no clear call, values can overlap the other calls
BoNT-F LC inh: inhibitors of Botulinum neurotoxin F light chain protease. Multiplex microsphere protease cleavage assay, flow cytometry. inhibition, % at 10 µM. 360,000 tested, 0.22% active; in the data active = inhibition above about 35%, passing the limit was not always enough; inconclusive = no clear call, values can overlap the other calls; also: plate controls were buffer without enzyme for full effect and enzyme alone for no effect
GDH-TPI counter: counter-screen for M. tuberculosis FBA inhibitors: GDH-TPI coupled enzymes | GDH-TPI coupled enzyme counterscreen, NADH absorbance | inhibition, % at 4.8 µM | 360,000 tested, 1.2% active | AID 588335;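 also: 0% = DMSO wells and 100% = wells lacking the enzyme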
Mtb UGM inh: inhibitors of M. tuberculosis UDP-galactopyranose mutase; P9WIQ1; purified UGM, fluorescence polarization probe displacement; inhibition, % at 10 µM; 320,000 tested, 0.06% active; AID 504406; in the data active = inhibition above about 10%, passing the limit was not always enough; inconclusive = no clear call, values can overlap the other calls
Target sequence (P9WIQ1 whole entry, looked up): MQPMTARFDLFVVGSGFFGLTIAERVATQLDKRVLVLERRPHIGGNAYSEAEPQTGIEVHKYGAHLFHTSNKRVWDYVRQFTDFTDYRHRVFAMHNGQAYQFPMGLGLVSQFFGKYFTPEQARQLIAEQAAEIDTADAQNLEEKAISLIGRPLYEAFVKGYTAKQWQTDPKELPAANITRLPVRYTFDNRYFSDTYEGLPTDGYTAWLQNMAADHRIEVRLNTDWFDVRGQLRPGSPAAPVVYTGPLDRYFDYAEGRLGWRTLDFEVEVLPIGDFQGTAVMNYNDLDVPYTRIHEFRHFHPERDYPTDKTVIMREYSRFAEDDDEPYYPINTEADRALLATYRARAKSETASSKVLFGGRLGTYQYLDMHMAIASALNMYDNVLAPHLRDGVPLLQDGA
An asterisk follows results filed as active; ? = inconclusive; / = no result given. Rule as the data show it, unless noted: active = inhibition above about 30%; inactive = the rest.

Screens in order – FadD28 FP inh	MazEF act	FBA Mtb inh	Rv3671c protease	VHR inh abs	CCHFV vOTU inh	BioA inh	BoNT-F LC inh	GDH-TPI counter	Mtb UGM inh
Cc1ccc2c(c1)N(CC(=O)N1CCc3ccccc3C1)C(=O)CO2
    -0.1	0	4	-5	10	-2	-0.7	0	-2	3.3
O=C(NCc1ccccc1F)C1CCCN1C(=O)NC1CCCCC1 (stereo not given)
    -1.7	8	-1	2	26	-8	/	-12	-1	1.7
O=C(NC(NC(=S)Nc1cccc(Cl)c1)C(Cl)(Cl)Cl)OCc1ccccc1 (stereo not given)
    -0.9	84*	5	-180	21	-6	-1.0	0	-2	0.9
CCOC(=O)c1sc(=S)n(C)c1NC(=O)c1ccccc1C
    -0.7	7	6	-6	-12	28	0.0	-19	19	1.4
CCn1nccc1C(=O)Nc1ccc(Cl)c(Cl)c1
    -3.3	3	1	-12	0	-3	7.8	-26	1	2.6
CC(C)(C)c1ccc(C(=O)NC(=S)N2CCCC2)cc1
    -1.6	10	3	-8	30	15	-0.6	/	4	3.1
CC(=O)c1c(C)oc2ccc(NS(=O)(=O)c3ccc(F)cc3C)cc12
    -3.8	5	-1	-2	-8	1	1.9	-6	0	-0.2
COc1ccc(OC)c(Cc2nnc(CCC(=O)N3CCC(N4CCCCC4)CC3)o2)c1
    -2.8	10	-4	-1	20	-1	/	-12	7	2.3
Cc1ccc(OCC(=O)N2CCN(C)CC2)c(Br)c1
    -1.2	-2	4	7	16	2	-0.5	3	-5	-2.9
O=C(O)C1CCN(C(=O)c2cc(F)cc3c2OCOC3)CC1
    0.7	-5	-1	1	17	-7	-1.6	/	5	0.9
CCCC(NC(=O)CNC(=O)C(C)(C)C)C(=O)O (stereo not given)
    0.5	5	-3	8	17	-8	/	6	6	-0.8
Cc1ccc2c(c1)C(c1ccccc1)N(C(=O)c1ccc(F)cc1)CC(=O)N2 (stereo not given)
    0.6	14	0	-13	24	2	/	-18	1	1.3
COc1ccccc1/C=C/C=N/Nc1cccc(C(=O)O)c1
    4.7	-1	14	-3	17	1	-1.9	5	23	-2.3
COc1ccc(-c2cc3c(c4c2ccn4C)C2CCC3C2)cc1OC (stereo not given)
    -2.2	/	7	/	/	-5	1.4	-30	/	/
CNC(C)C(=O)NC(C(=O)N1CCCC1C(=O)Nc1ccc2[nH]ccc2c1)C(C)C (stereo not given)
    -2.7	/	3	/	/	14	-7.2	-48	15	/
O=C(CN=C1NS(=O)(=O)c2ccccc21)OCC(=O)c1cc(F)ccc1F
    -1.2	1	0	-5	14	-8	-2.0	-3	-3	-1.3
COCCn1c(SCC(=O)Nc2sccc2C(N)=O)nnc1-c1ccncc1
    -0.7	5	0	-8	-1	5	/	-1	6	-3.6
Cc1ccc(/C=C2\SC(=S)N(CCCC(=O)Nc3nccs3)C2=O)cc1
    -3.2	2	-5	0	-4	4	0.3	-3	-1	-0.7
O=C(O)C1CCN(c2ccc([N+](=O)[O-])cc2[N+](=O)[O-])CC1
    -0.5	-7	-11	-2	9	-2	-1.2	4	12	-1.9
C=CCNC(=S)N/N=C/c1ccc(C)c([N+](=O)[O-])c1
    0.5	0	-2	8	4	8	/	-5	20	-1.2
N#CC12CNCC1CN=N2 (stereo not given)
    -2.3	-3	-2	-11	4	5	0.4	?	0	1.7
Clc1ccc(Cl)c(OCCCCN2CCCCC2)c1
    -4.8	-3	-1	1	72	-11	-0.8	-17	-9	-3.0
COC(=O)Cc1c(C)nc2nc(-c3ccc(OC)cc3)[nH]n2c1=O
    -3.6	0	14	-2	-1	0	-1.0	4	-2	0.5
CC(C)=CC(=O)OCC(=O)Nc1ccc(F)cc1Cl
    -2.3	-1	-1	-2	48	-14	0.7	-5	-1	-2.0
C/C(=N\NS(=O)(=O)c1ccc(Br)cc1)c1ccc(-n2ccnc2)cc1
    -2.5	7	-1	-12	/	4	-3.5	-4	11	/
COC(=O)C1=C(c2ccc(F)cc2OCc2ccccc2)C[C@@H]2CC[C@H]1N2C(=O)NCc1ccc(C(C)(C)C)cc1
    -3.0	-1	-1	4	/	4	-1.2	-6	8	-0.6
COc1ccccc1Nc1ccc2c(O)cc(S(=O)(=O)O)cc2c1
    70*	-61	21	/	/	20	2.2	0	18	/
O=[N+]([O-])c1ccccc1S(=O)(=O)N1CCN(c2ccccc2)CC1
    -1.2	-23	-1	-14	-8	-5	-2.2	?	8	2.6
CC(Cl)C(=O)c1c[nH]c2ccccc12 (stereo not given)
    -1.5	-2	-1	-4	14	-8	/	-2	-2	-2.8
CCOc1cc(C(c2c(C)[nH][nH]c2=O)c2c(C)[nH][nH]c2=O)cc(Br)c1OC
    -1.5	5	4	-3	/	0	-0.5	1	5	0.0
O=C(Cn1[nH]c(=O)c2ccccc2c1=O)Nc1ccc2c(c1)CCC2
    -3.8	7	-1	-11	19	8	-1.9	-5	-3	-0.9
O=C(Nc1ccccc1)Nc1ccc2c(c1)CCC2
    0.1	6	-1	/	40	-5	-2.9	-6	6	2.8
CC1C(=O)NN=C1C(=O)N/N=C\c1ccc(O)cc1O (stereo not given)
    0.4	0	-3	18	-7	4	-1.9	-4	62*	-0.6
COc1ccc(C(=O)NCC(=O)OCC(=O)NC2CCCC2)cc1
    -0.1	11	-2	-9	26	4	/	-3	6	-4.7
CN(c1ccc(OCC(=O)Nc2ccc(S(N)(=O)=O)cc2)cc1)S(=O)(=O)c1ccc(F)cc1
    -2.0	7	3	/	/	-4	1.1	-16	0	/
CCn1c(C(O)c2cc(OC)ccc2OC)nc2ccccc21 (stereo not given)
    -2.9	7	2	2	-40	16	-0.6	-8	1	2.2
CC1=CCC2C(=O)N(c3ccc(S(N)(=O)=O)cc3)C(=O)C2C1 (stereo not given)
    -1.1	7	-3	-4	17	-3	7.4	0	-4	2.7
O=C(CN1CCN(Cc2cccc(Cl)c2)C1=O)NCc1ccccn1
    0.4	4	6	7	8	-2	-1.1	-2	15	-0.7
c1coc(CNc2c3c(nc4ncnn24)CCCC3)c1
    -0.7	6	4	0	12	-4	4.2	26	4	0.5
NC(=O)C1(NC(=O)[C@@H]2CC3(CC(c4cccc(NC(=O)[C@@H]5CCC(=O)N5)c4)=NO3)CN2C(=O)c2cnccn2)CC1 (stereo not given in full)
    -3.9	10	-1	-7	11	-4	-0.7	-3	3	0.4
CCOC(=O)C1(CCCc2ccccc2)CCN(C(=O)CCN2CCCCC2=O)CC1
    -3.2	-5	0	-4	34	9	0.9	0	-1	0.0
CN(c1ccc(OCC(=O)OCC(=O)Nc2ccccc2)cc1)S(=O)(=O)c1ccc(F)cc1
    -0.3	-10	-4	-12	-7	2	-0.1	0	-5	1.6
Cn1c(=O)c2[nH]c(N=Nc3ccc(N)cc3N)nc2n(C)c1=O
    -1.8	9	-1	-1	21	-4	/	-16	-1	-0.3
C=CCN1C(=O)C(Cc2ccc(F)cc2)S/C1=N/N=C/c1ccco1 (stereo not given)
    -4.1	-21	-5	10	11	14	/	-2	7	3.5
COc1ccccc1N1CCN(C(=O)C2CCN(S(=O)(=O)c3ccccc3)CC2)CC1
    -3.7	-3	-2	7	25	-2	0.4	-5	-11	-0.3
COc1ccc(NC(=O)c2sc(=O)n(Cc3ccc(SC)cc3)c2C)cc1OC
    -2.1	/	-1	/	/	14	0.4	-8	2	/
COc1ccc(OC)c(/C=C/C(=O)OCC(=O)Nc2cccc(C(C)=O)c2)c1
    3.4	3	3	-18	-4	5	/	-8	3	1.0
CC(=O)N1CCN(c2ccc(NC(=O)c3ccc(OCc4ccccc4)cc3)cc2)CC1
    -4.7	-1	-4	-13	33	0	/	-1	-9	1.9
O=C(COC(=O)c1cccs1)NCCN1C(=O)CSC1=O
    -1.0	-4	1	0	40	1	-0.2	-29	7	0.5
Cc1ccccc1-n1c(SCC(=O)NC(N)=O)nc2sc(-c3ccccc3)cc2c1=O
    -0.9	-15	-3	-21	4	-3	/	-4	14	-0.2
COC(=O)C1CN(C(=O)C(C)Oc2ccccc2Cl)c2ccccc2O1 (stereo not given)
    -1.2	4	-1	-10	6	2	0.7	0	1	5.1
Cc1ccc(NC(=O)C(c2ccccc2)N(C)C)cc1Cl (stereo not given)
    -2.7	-5	-1	6	9	/	/	10	3	0.6
NC(=O)CC(NC(=O)Cc1ccc(Cl)cc1)c1ccc(NCCc2ccccc2F)c([N+](=O)[O-])c1 (stereo not given)
    -1.4	14	-3	-4	11	21	-1.3	-4	0	1.3
COC(=O)C1=C(N)OC2=C(C(=O)CCC2)C1c1ccc2c(c1)OCO2 (stereo not given)
    -0.7	2	-7	-5	1	-1	7.1	?	2	-1.6
N#Cc1c2n(c3c(=O)n(Cc4ccc(Cl)cc4)cnc13)CCCCC2
    -4.5	-7	-3	1	32	1	3.2	-4	13	-0.2
Cn1c(SCC(=O)N2CCCC2)nc2cccnc21
    -3.5	2	-3	0	24	-15	0.4	5	3	1.5
COc1cc(C)c(NC(=S)Nc2ccc(C)c(Cl)c2)cc1OC
    -1.2	-2	6	-3	1	7	0.3	-2	9	0.6
CCCN1CCCc2cc(CN(CCCN3CCOCC3)C(=O)Nc3ccc(OCC)cc3)ccc21
    0.1	10	3	3	23	-9	-1.2	-14	15	-2.8
CCOC1=C2[C@H](c3ccccc3F)N(S(=O)(=O)c3ccc(C)cc3)C[C@H]2n2c(=O)n(-c3ccccc3)c(=O)n2C1
    -1.1	/	2	/	/	-4	-3.4	4	/	/
CCO/C(C)=N/Oc1cncnc1
    -2.5	/	6	/	/	-1	-2.5	2	/	/

Sorted by molar mass (rising): some entries from above
Screens in order – FadD28 FP inh	MazEF act	FBA Mtb inh	Rv3671c protease	VHR inh abs	CCHFV vOTU inh	BioA inh	BoNT-F LC inh	GDH-TPI counter	Mtb UGM inh
Cc1ccccc1-n1c(SCC(=O)NC(N)=O)nc2sc(-c3ccccc3)cc2c1=O
    -0.9	-15	-3	-21	4	-3	/	-4	14	-0.2
CN(c1ccc(OCC(=O)OCC(=O)Nc2ccccc2)cc1)S(=O)(=O)c1ccc(F)cc1
    -0.3	-10	-4	-12	-7	2	-0.1	0	-5	1.6
NC(=O)CC(NC(=O)Cc1ccc(Cl)cc1)c1ccc(NCCc2ccccc2F)c([N+](=O)[O-])c1 (stereo not given)
    -1.4	14	-3	-4	11	21	-1.3	-4	0	1.3
